# Screening results (PubChem BioAssay)
# CHT allo act: allosterically activates the human high affinity choline transporter. B-score at 10 µM. CHT-expressing cells, membrane potential dye, choline EC20; active compounds read high; LV-AA mutant CHT in HEK293 cells. AID 488977. 310,000 tested, 0.49% active;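 active means initial fluorescence not abnormally high and integrated response B-score, plate-corrected, over 3 SD above library mean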
# OX1R antag-1: antagonists of human orexin 1 receptor | O43613 | AID 434989 | CHO/OX1R cells, Fluo-8 calcium fluorescence, orexin A | inhibition, % at 5 µM | 330,000 tested, 0.43% active;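 active means inhibition above its plate's threshold, mean inhibition of all tested compounds on the plate plus 3 SD, cut at about 37% in these data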;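 further: 0% = orexin A challenge wells and 100% = SB-334867-A antagonist wells; not every result past the cut was called active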
# Target sequence (O43613 whole entry, looked up): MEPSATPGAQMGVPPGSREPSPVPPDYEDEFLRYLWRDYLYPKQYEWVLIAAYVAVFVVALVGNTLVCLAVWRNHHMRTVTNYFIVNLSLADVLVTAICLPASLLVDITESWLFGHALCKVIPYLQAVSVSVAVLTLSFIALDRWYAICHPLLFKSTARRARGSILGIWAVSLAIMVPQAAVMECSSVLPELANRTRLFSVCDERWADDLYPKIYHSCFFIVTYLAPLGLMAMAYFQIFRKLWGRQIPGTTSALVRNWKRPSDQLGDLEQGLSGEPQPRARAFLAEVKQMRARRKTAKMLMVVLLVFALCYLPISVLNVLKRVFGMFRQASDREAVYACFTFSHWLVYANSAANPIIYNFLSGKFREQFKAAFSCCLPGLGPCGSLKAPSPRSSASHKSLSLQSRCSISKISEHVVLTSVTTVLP
# OX1R antag-2: antagonists of human orexin 1 receptor (OX1R) | O43613 | OX1R-expressing cells, FRET antagonist read-out | inhibition, % at 6.6 µM | 330,000 tested, 1.8% active | AID 485270; in the data active means inhibition mostly above about 38%, no sharp cut-off; inactive means mostly below about 40%;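 further: 0% = agonist challenge alone and 100% = reference antagonist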
# * marks the source's active call; other numbers are inactive results; i = inactive; / = not tested or not shown.
SMILES,CHT allo act,OX1R antag-1,OX1R antag-2
Cc1cc(C)n(CC(=O)NNC(=O)c2ccc(NC(=O)CC#N)cc2)n1,/,-11,10
CC(C)CCn1cnc2c1c(=O)n(CC(=O)NC(N)=O)c(=O)n2Cc1ccccc1,i,-17,12
CC(NC(=O)c1nn(C)c(=O)c2ccccc12)c1ccccc1 (centres undefined),i,-26,7
CC(=O)Nc1ccc(S(=O)(=O)N2CC(=O)NC(=O)C2)cc1,i,-4,3
CCCCCOC(=O)c1ccc(NC(=O)c2cccc(NC(=O)c3ccccc3C(=O)O)c2)cc1,i,-1,25
Fc1ccc(NC(=S)N2CCOCC2)cc1Cl,i,-14,31
Cc1ccc2c(c1)nnn2C1CCN(C(=O)c2ccccc2F)CC1,i,-6,6
CCOc1ccc2nc(NC(=O)c3ccc(OC)c(S(=O)(=O)N4CCOCC4)c3)sc2c1,i,8,55
CS(=O)(=O)N(CC(=O)N1CCN(c2ccc(F)cc2)CC1)c1cccc(Cl)c1,i,-21,10
Cc1ccc(CSc2nnc(SCC(=O)N/N=C/c3ccccc3OCC(=O)O)s2)cc1,i,-14,3
O=C1NC2(CCCCCC2)C(=O)N1Cc1ccccc1F,i,-1,-6
CNCCCCOc1ccccc1Cc1ccccc1,i,-22,7
COCCCNS(=O)(=O)c1ccccc1,i,2,14
CC(=O)NCCc1nc2cc(NC(=O)c3cccs3)ccc2n1C,i,19,9
COC(=O)c1cnc(Nc2cccc(C(F)(F)F)c2)c([N+](=O)[O-])c1,i,-22,8
Cc1c(NC(=O)/C(C#N)=C/c2c(Oc3ccccc3)nc3ccccn3c2=O)c(=O)n(-c2ccccc2)n1C,i,-15,46
CC1(C)CC(=O)C2=C(C1)NC(Nc1nc3ccccc3o1)=NC21CCCCC1,i,-4,6
O=C1CCC/C1=c1\s/c(=C\c2cccnc2)c(=O)n1-c1ccccc1,i,-20,31
Cc1cc(OC(=O)c2ccc(S(=O)(=O)N3CCCC3)cc2)c([N+](=O)[O-])c(=O)[nH]1,i,-13,12
O=c1[nH]c2cc3c(cc2cc1CN(CCCO)C(=S)NCc1ccco1)OCO3,i,-16,25
CCOc1ccccc1NS(=O)(=O)c1ccc2oc(=O)ccc2c1,i,-21,20
COc1ccccc1C/C(N)=N/OC(=O)c1cccc([N+](=O)[O-])c1C,i,-25,29
CN(Cc1cn(C)nc1-c1ccccc1F)Cc1nccn1C,i,-17,18
Cc1ccc(-n2nnnc2SCC(=O)NC2CCCc3ccccc32)cc1 (centres undefined),i,-41,21
OCCN1CCN(CCCN2c3ccccc3Sc3ccc(C(F)(F)F)cc32)CC1,i,-22,1
COc1ccc(NC(=O)c2cc3ccccc3oc2=O)c(OC)c1,i,-7,30
COc1cc(OC)cc(-c2c(C#Cc3ccsc3)c3cc(-c4ccc(C(N)=O)cc4)ccc3n2C)c1,/,-7,10
C=CCn1c(-c2cc(-c3ccc(C)cc3)nc3ccccc23)n[nH]c1=S,i,-17,24
COc1ccc(S(=O)(=O)N2CCCC(C(=O)NCCC(C)C)C2)cc1 (centres undefined),i,-33,7
CC(=O)Nc1ccc(S(=O)(=O)NC2=C(N3CCN(c4ccc(F)cc4)CC3)C(=O)c3ccccc3C2=O)cc1,i,-12,66
COc1ccc(N=NC2=C(O)CC(C)(C)CC2=O)cc1,i,-10,102*
O=C(NCc1ccncc1)C(=O)Nc1nccs1,i,6,4
Cc1cnnc2ccc3c(no[n+]3[O-])c12,i,-4,126*
CCC1(c2ccccc2)NC(=O)N(CC(=O)Nc2ccc(OC)nc2)C1=O (centres undefined),i,9,8
CN(CC(=O)NCCCN1CCOCC1)S(=O)(=O)c1ccc(Br)cc1,i,-20,23
CCCCNC(=O)CSc1nnc(-c2ccco2)n1C,i,-15,13
NC(=O)C1CCN(CC(=O)Nc2ccccc2Sc2ccccc2)CC1,i,-11,9
Cc1nc2ccccc2c(=O)n1-c1ccc(F)c(NC(=O)c2cccs2)c1,i,-20,6
C=CCn1c(N2CCCCCC2)nc2c1c(=O)[nH]c(=O)n2C,i,-17,16
CNS(=O)(=O)c1cc(-c2nnc(Nc3ccc(NC(C)=O)cc3)c3ccccc23)ccc1C,i,-10,12
O=C(NCc1ccco1)/C(=C\c1ccco1)NC(=O)c1ccccc1Cl,i,-11,18
CN(C(=O)c1ccc(COc2ccccc2Br)o1)c1ccccc1,i,-18,11
Fc1cccc(-c2nn[nH]n2)c1,i,-8,5
CCN(CC(=O)NC(c1ccccc1)c1ccccc1)Cc1nc2ccccc2c(=O)[nH]1,i,-9,38
O=C(c1ccccc1)N1CCCC(C(=O)N2CCc3ccccc3C2)C1 (centres undefined),i,-29,7
Cc1ccoc1C(=O)Nc1cccc(Oc2ccccc2)c1,i,-7,49
CN(C)C(=O)CNc1n[nH]c(=S)[nH]c1=O,i,-9,14
Cc1ccc(Cl)cc1S(=O)(=O)N1CCC(C(=O)NC2CCN(Cc3ccccc3)CC2)CC1,i,-28,12

# Reprinted from the part before: 3 compounds; new compounds follow.
SMILES,CHT allo act,OX1R antag-1,OX1R antag-2
Cc1ccoc1C(=O)Nc1cccc(Oc2ccccc2)c1,i,-7,49
CN(C)C(=O)CNc1n[nH]c(=S)[nH]c1=O,i,-9,14
Cc1ccc(Cl)cc1S(=O)(=O)N1CCC(C(=O)NC2CCN(Cc3ccccc3)CC2)CC1,i,-28,12
CCOc1ccc(N(CC(=O)NCc2ccc(F)cc2)C(=O)c2snc(C(N)=O)c2N)cc1,i,-5,27
CSc1ccc(NC(=O)Nc2cc(C)ccn2)cc1,i,-11,-2
CC(C)n1c(-c2ccccc2F)n[nH]c1=S,i,19,0
CN(CC(=O)Nc1ccccc1C(F)(F)F)C(=O)Cc1ccccc1F,i,-18,3
CC(NC(=O)c1ccc2ccccc2n1)c1ccccc1 (centres undefined),i,-24,-1
Cc1cc2oc(C(=O)NC3CCS(=O)(=O)C3)c(C)c2cc1C (centres undefined),i,3,6
CN1CCN(CCCc2c3c(cc4c2CCC4)CCC3)CC1,i,-2,5
COc1ccc(C(=O)NC(=S)NNC(=O)c2ccc(C)cc2)cc1,i,59*,5
O=C1CCCC2=C1C(c1cccc(O)c1)C1=C(N2)c2ccccc2C1=O (centres undefined),i,-3,26
CN(C)CCCNc1nc(N)c([N+](=O)[O-])c(NCCO)n1,i,4,8
Cc1cc(C)c(Cn2c3ccccc3c3cnn(CC(=O)NCCN4CCOCC4)c(=O)c32)c(C)c1,i,-32,2
N=C1C(c2nc3ccccc3[nH]2)=C(O)CN1NC(=O)COc1cccc(F)c1,i,-1,-2
O=C(c1cnccn1)N(Cc1ccco1)C1(C(=O)NC2CCCCC2)CCCCC1,i,-26,29
CC(C(=O)NCc1ccccc1)N1CCN(c2ccc(F)cc2)CC1 (centres undefined),i,-21,4
C=CCn1c(-c2ccccc2OCC)n[nH]c1=S,i,-5,0
CCCCC(=O)Nc1ccc(C)c(S(=O)(=O)N2CCCCCC2)c1,/,-27,9
O=C(NCc1ccc(F)cc1)c1cc(-c2ccco2)on1,i,38,2
O=C(c1ccccc1)c1nn(-c2ccc(Cl)cc2)c(=O)cc1C(F)(F)F,i,-30,13
COC(=O)[C@H]1Cc2cnoc2C[C@]1(C)C(=O)O,i,4,4
CC(C)C[C@H](NC(=O)OC(C)(C)C)C(=O)N[C@@H](CO)[C@H](O)[C@@H]1C[C@@H]1C(=O)NC1CCCCC1,i,-14,38
O=C(CN1CCN(C(C(=O)Nc2ccc(F)cc2)c2ccccc2)CC1)NC1CC1 (centres undefined),/,-12,-1
Cc1ccc(NC(=O)CN2C(=O)NC3(CCc4ccccc43)C2=O)cc1Cl (centres undefined),i,-8,17
CCOCCCNC(=O)/C(C#N)=C/c1ccccc1F,i,-14,17
O=C(N=C1SC2CS(=O)(=O)CC2N1c1cccc(F)c1)C1CC1 (centres undefined),i,-6,10
O=C(CN1C(=O)S/C(=C\c2ccc(O)cc2)C1=O)c1ccccc1,i,4,7
COc1cccc(CN(C)C(=O)c2ccc(N3CCCC3)c([N+](=O)[O-])c2)c1,i,-34,31
O=C(OCc1ccccc1)c1cnc(Cl)c(Cl)c1,i,-14,-3
COC(=O)/C=C1\N/C(=N\c2nc(C)cc(C)n2)N(c2ccc(Cl)cc2)C1=O,i,-8,5
Cc1nnc2n1NC(c1ccc(Cl)cc1)C(C(=O)N1CCC(C)CC1)S2 (centres undefined),i,-14,16
O=C(/C=C/c1ccccc1)c1ccccc1,i,-17,7
Cc1ccc(C(=O)N/N=C2\CCCc3ccccc32)c(C)c1,i,-4,5
O=C(OCC(=O)c1ccc[nH]1)c1ccc([N+](=O)[O-])cc1,/,0,23
COC(=O)c1ccc(-c2csc(NC(=O)c3ccc(S(=O)(=O)N4CCc5ccccc5C4)cc3)n2)cc1,i,3,12
CCC(C)N(C(=O)COC(=O)CN=C1NS(=O)(=O)c2ccccc21)C1CCS(=O)(=O)C1 (centres undefined),/,-2,4
NC(=O)c1nc[nH]c1C(=O)Nc1cccc(C(F)(F)F)c1,/,-29,2
O=C(NCc1nc2ccccc2[nH]1)c1cccs1,i,-13,-6
Cn1cc(S(=O)(=O)N2CCC(C(N)=O)CC2)c(=O)n(C)c1=O,i,-9,12
Cc1ccc(-c2noc(Cn3nc(C(=O)O)c4ccccc4c3=O)n2)cc1,i,-22,8
CC(=O)OCC(OC(C)=O)C(OC(C)=O)C(OC(C)=O)C(=O)Nc1ccc(C)cc1C (centres undefined),i,-10,12
COc1cc(C(=O)NNC(=O)C2CCC2)cc(OC)c1OC,/,1,4
COCC(O)CNc1ccccc1 (centres undefined),i,-13,7
Clc1ccc(CN2C3=NCCN3c3ccccc32)cc1,i,-28,18
CCCOc1ccc(-c2c(C(=O)N/N=C/c3ccc(OC)cc3)nnn2-c2nonc2N)cc1,i,-30,10
COc1cccc(-c2noc(CCCC(=O)NC3CCCC3)n2)c1,i,-17,21
CCc1ccc(NC(=S)N2CCNC(=O)C2CC(=O)OC)cc1 (centres undefined),i,11,0
CC(=O)c1c(C)[nH]c(C(=O)CN2C(=O)NC(C)(CCC(C)C)C2=O)c1C (centres undefined),i,-15,8
Nc1nc(CN2CCN(c3ccccc3)CC2)nc(Nc2ccc(Cl)cc2)n1,i,-27,9
O=C(NCCOc1cccnc1)c1ccc(OC2CCN(Cc3ccccn3)CC2)cc1,i,-12,12

# Whole records as entered above. Values in the order: CHT allo act, OX1R antag-1, OX1R antag-2
# Results for CCOc1ccc(N(CC(=O)NCc2ccc(F)cc2)C(=O)c2snc(C(N)=O)c2N)cc1 → i, -5, 27
# Results for Cc1cc(OC(=O)c2ccc(S(=O)(=O)N3CCCC3)cc2)c([N+](=O)[O-])c(=O)[nH]1 → i, -13, 12
# Results for CCCCC(=O)Nc1ccc(C)c(S(=O)(=O)N2CCCCCC2)c1 → /, -27, 9

# 4 of the compounds above, with tabs.
smiles	CHT allo act	OX1R antag-1	OX1R antag-2
CCc1ccc(NC(=S)N2CCNC(=O)C2CC(=O)OC)cc1 (centres undefined)	i	11	0
Clc1ccc(CN2C3=NCCN3c3ccccc32)cc1	i	-28	18
CC(=O)c1c(C)[nH]c(C(=O)CN2C(=O)NC(C)(CCC(C)C)C2=O)c1C (centres undefined)	i	-15	8
O=C(NCCOc1cccnc1)c1ccc(OC2CCN(Cc3ccccn3)CC2)cc1	i	-12	12
